# hERG WT inh: KCNH2 (human, wildtype) channel inhibition; activity change, % at 1.84 µM; 0.37% of 340,000 active; U2OS, BacMam KCNH2, thallium flux FluxOr; hits give low values;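 active means maximum activity change below -70%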; further: on the % scale 0 is the no-effect control and ±100 the full control effect
#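 U2OS cells transduced with wild-type KCNH2 virus are loaded with FluxOr dye for 45 min, and thallium flux is measured in kinetic reads before and after stimulation buffer. Rate constants are normalized to DMSO controls.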
# KCNH2 3.1 block: KCNH2 3.1 (human) potassium channel inhibition | activity change, % (tested at about 1.8 µM) | U2OS KCNH2 3.1, thallium flux FluxOr; hits give low values | AID 720553 | 0.95% of 340,000 active;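 active means maximum activity change below -70%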;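 further: thallium influx rate constant from kinetic fluorescence after stimulation buffer; on the % scale 0 is the no-effect control and ±100 the full control effect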
#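 Channel expression came from 3.1 mutant virus (1.77 x 10^8 /mL) applied to suspended U2OS cells for 4 h. Flux was tracked with FluxOr dye plus Red40 quencher, and kinetic rate constants normalized to controls.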
# TCR activator: activators of T cell receptors; primary human leukocytes, anti-CD3, IL-2 HTRF, 48 h; Potency, µM (doses to about 9.22 µM), inactives show at the highest dose activation of IL-2 secretion, actives largely listed as activators; 330,000 tested, under 10 active; AID 504894; active means well fitted activation curve with a large enough effect; further: % of control where 0% means no effect
#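 Readout: HTRF IL-2, Eu-cryptate/d2 antibody pair, 320nm excitation, 665nm emission. Stimulus: a-CD3 beads, no co-stimulation. Cells: primary human leukocytes. Exposure: 48 hr with compound.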
# Numbers without * were called inactive; & = joins results of further samples. A portion of the library, so the mix of outcomes need not match the whole.
1. C[C@]12CCC3C(CC[C@H]4C[C@H](O)[C@H](O)C[C@]34C)C1CC[C@@H]2O (stereo partly drawn)
2. Cc1cccc(CC(c2cccc(C)c2)N(C)C)c1 (stereo not drawn)
3. CN1CC[C@@]2(C)c3cc(O)ccc3N(C)[C@@H]12
4. O=S(=O)(O)C(=Cc1ccccc1)c1ccccc1 (tested in a mixture with another compound)
5. CCCNC(=O)N1[C@H]2CC[C@@H]1C(C(=O)OC)=C(c1ccc(S(C)(=O)=O)cc1)C2
6. CC(=O)OC1CC2(O)C3CCC4CC(O)CCC4(C)C3CCC2(C)C1C1=CC(=O)OC1 (stereo not drawn)
Compound	1	2	3	4	5	6
hERG WT inh	-6.2	3.8	36.6&-0.7	8.6	-10.3	3.2
KCNH2 3.1 block	-1.8	21.7	9.7&-0.2	-4.8	-37.1	-0.4
TCR activator	-9.3%	-0.3%	3.1%&1.5%	-3.7%	-5.1%	-7.6%

7. N#CC1c2ccccc2-n2nncc2CN1S(=O)(=O)c1ccc(Cl)cc1 (stereo not drawn)
8. COc1ccc2c(c1)C1(C(=O)O)CC=CCC1(C(=O)O)C2 (stereo not drawn)
9. CC1CCN(C(CC(=O)c2ccccc2)C(=O)c2ccccc2)CC1 (stereo not drawn)
10. COc1ccc(SCC2CN(C)CCC2c2ccc(F)cc2)cc1 (stereo not drawn)
11. Nc1ccc(Br)cc1
12. C=CCCC1(CC)C(=O)NC(=S)NC1=O
Compound	7	8	9	10	11	12
hERG WT inh	-6.1	-9.0	-4.9	-5.4	3.5	7.2
KCNH2 3.1 block	3.1	-10.3	-44.0	10.5	-6.8	25.5
TCR activator	5.6%	-4.1%	6.7%	10.3%	-4.6%	0.0%

13. CC12CCC(=O)C=C1CC(O)C1C2CCC2(C)C1CCC2(C)O (stereo not drawn)
14. CC[C@H]1CC2CN3CCc4c([nH]c5cc(OC)ccc45)[C@](C(=O)OC)(C2)[C@H]13
15. COc1ccc([C@@H](O)[C@@H](N)c2ccccc2)cc1
16. CC(CC(C#N)(c1ccccc1)c1ccccc1)N1CCCCC1 (stereo not drawn)
17. C=CCCC1(C(C)C)C(=O)NC(=S)NC1=O
18. ClCCN(CCCl)c1ccc(-n2cnc3c(Cl)ncnc32)cc1
Compound	13	14	15	16	17	18
hERG WT inh	3.8	4.4	-10.3	8.1	5.3	5.7
KCNH2 3.1 block	13.7	-7.6	3.7	-15.9	-2.1	6.1
TCR activator	-1.8%	11.3%	7.2%	-1.5%	8.1%	-4.0%

19. CC(CN1CCOCC1)C(C#N)(c1ccccc1)c1ccccc1 (stereo not drawn)
20. Brc1ccc2[nH]cc(C=NN3CCCCCC3)c2c1
21. CCOCC1(CCc2ccccc2)C(=O)NC(=S)NC1=O
22. CC12CCC3c4ccc(OP(=O)(N5CC5)N5CC5)cc4CCC3C1CCC2=O (stereo not drawn)
23. COc1c(O)cc2c(c1OC)-c1ccc(SC)c(=O)cc1C(NC(C)=O)CC2 (stereo not drawn)
24. COC(=O)C1=C(c2cccc(OC)c2OC)C[C@@H]2CC[C@H]1N2C(=O)N1CCC(O)CC1
Compound	19	20	21	22	23	24
hERG WT inh	2.5	6.4	-4.9	-0.6	10.9	-8.7
KCNH2 3.1 block	-11.4	-8.6	7.9	9.8	19.6	-4.0
TCR activator	-0.5%	3.2%	3.8%	-2.8%	4.3%	2.2%

25. COc1ccc(C(O)(c2ccccc2)c2ccncc2)cc1 (stereo not drawn)
26. O=C1C(=Cc2ccccc2)N2CCC1CC2
27. Oc1cc(Cl)c(Cl)c(Cl)c1Cl
28. COc1cc2c(c(OC)c1O)-c1ccc(OC)c(=O)cc1C(NC(=O)C(F)(F)F)CC2 (stereo not drawn)
29. Nc1nc(N)c2cnnn2n1
30. CCOC1=C(N2CC2)C(=O)C(OCC)=C(N2CC2)C1=O
31. CC(=O)Nc1ccc(S(=O)(=O)N2Cc3cnnn3-c3ccccc3C2C#N)cc1 (stereo not drawn)
Compound	25	26	27	28	29	30	31
hERG WT inh	3.1	-1.6	7.8	3.9	-0.7	-8.3	2.5
KCNH2 3.1 block	15.6	-22.4	1.6	9.1	10.9	-0.9	5.4
TCR activator	-2.2%	7.9%	4.6%	9.4%	1.1%	-9.0%	-1.2%

# Of the compounds above, these contain an aryl methoxy group:
8. COc1ccc2c(c1)C1(C(=O)O)CC=CCC1(C(=O)O)C2 (stereo not drawn)
10. COc1ccc(SCC2CN(C)CCC2c2ccc(F)cc2)cc1 (stereo not drawn)
14. CC[C@H]1CC2CN3CCc4c([nH]c5cc(OC)ccc45)[C@](C(=O)OC)(C2)[C@H]13
15. COc1ccc([C@@H](O)[C@@H](N)c2ccccc2)cc1
23. COc1c(O)cc2c(c1OC)-c1ccc(SC)c(=O)cc1C(NC(C)=O)CC2 (stereo not drawn)
24. COC(=O)C1=C(c2cccc(OC)c2OC)C[C@@H]2CC[C@H]1N2C(=O)N1CCC(O)CC1
25. COc1ccc(C(O)(c2ccccc2)c2ccncc2)cc1 (stereo not drawn)
28. COc1cc2c(c(OC)c1O)-c1ccc(OC)c(=O)cc1C(NC(=O)C(F)(F)F)CC2 (stereo not drawn)
Compound	8	10	14	15	23	24	25	28
hERG WT inh	-9.0	-5.4	4.4	-10.3	10.9	-8.7	3.1	3.9
KCNH2 3.1 block	-10.3	10.5	-7.6	3.7	19.6	-4.0	15.6	9.1
TCR activator	-4.1%	10.3%	11.3%	7.2%	4.3%	2.2%	-2.2%	9.4%
